# SKKanGAS inh – S. pyogenes SKKanGAS growth inhibitors in kanamycin, primary screen, streptokinase expression inhibitor project, SKKanGAS strain, BacTiter-Glo luminescence; hit rate 1.3% among 300,000; inhibition, % at 7.5 µM; 6 h;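 active means mean replicate score, as percent of positive control median, at least 50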;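 further: strain carries kanamycin resistance gene driven by streptokinase promoter and grows in 40 µg/ml kanamycin; loss of luminescence reflects streptokinase promoter inhibition or plain growth inhibition; 0% = median of DMSO wells and 100% = positive control at its reference dose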
# TRPC6 act – mouse TRPC6 channel activators, primary screen, cell-based, HEK293, membrane potential dye. B-score at 10 µM. AID 2550, 2010. HEK293-TRPC6 membrane potential dye fluorescence; stronger effect = higher value. Short transient receptor potential channel 6 (Mus musculus), Q61143. hit rate 0.13% among 310,000;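 active means B-score of the integrated fluorescence ratio above library mean plus 3 SD, and starting fluorescence ratio within library mean plus 5 SD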;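 further: higher score means more depolarization so channel activation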
# MrgX1 agonist – agonists of human MrgX1 receptor, primary screen, HEK293 cells, Fluo-4 calcium flux | Fluo-4 calcium fluorescence, agonist mode; stronger effect = higher value | B-score at 10 µM | hit rate 0.44% among 310,000 | AID 588627, 2011;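 active means calcium response B-score plate-corrected fluorescence ratio at least 3 library SD, with starting fluorescence B-score inside 5 SD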
# Target sequence (Q96LB2 whole entry, looked up): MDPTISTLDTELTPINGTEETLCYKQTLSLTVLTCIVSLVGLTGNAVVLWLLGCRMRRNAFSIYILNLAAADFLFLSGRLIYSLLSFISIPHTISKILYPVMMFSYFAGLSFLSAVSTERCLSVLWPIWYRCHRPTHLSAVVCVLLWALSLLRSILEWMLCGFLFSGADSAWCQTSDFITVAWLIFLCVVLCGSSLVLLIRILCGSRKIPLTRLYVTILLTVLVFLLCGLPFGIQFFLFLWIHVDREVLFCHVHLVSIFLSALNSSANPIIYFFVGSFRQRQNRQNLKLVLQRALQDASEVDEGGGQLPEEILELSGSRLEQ
#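 Material: MrgX1-expressing HEK293 cells / Dosing: compound as first of three additions / Incubation: overnight seeding, then 1 h dark dye loading / Signal: Fluo-4 NW calcium fluorescence / Evaluation: B-scored fluorescence response ratio / Benchmarks: positive and negative control wells on each plate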
# MrgX1 antagonist – antagonists of human MrgX1 receptor, primary screen, HEK293 cells, Fluo-4 calcium flux; AID 588676, 2011; B-score at 10 µM; hit rate 1.3% among 310,000; BAM8-22 antagonism; stronger effect = lower value; Mas-related G-protein coupled receptor member X1 (Homo sapiens), Q96LB2;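 active means calcium-response B-score plate-corrected more than 3 library SD below zero, starting fluorescence within 5 deviations, no agonist response on first addition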;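 further: peak minus trough fluorescence over baseline after final BAM8-22 challenge near maximal dose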
# TRPC4 agonist – activators of mouse TRPC4 channel, primary screen, Fluo4 calcium, HEK293 TRPC4beta/mu-opioid cells. B-score at 10 µM. hit rate 0.49% among 310,000. Fluo4 calcium fluorescence; stronger effect = higher value. AID 2237, 2010;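 active means B-score above 5 SD of library B-scores, and initial fluorescence ratio not above library mean plus 5 SD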;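 further: positive B-score marks a calcium rise read as TRPC4 activation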
#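 System – HEK293 cells stably co-expressing mouse TRPC4beta and mu-opioid receptor · Signal – Fluo4 calcium-sensitive dye fluorescence, kinetic, 1 Hz baseline · Benchmarks – buffer (low) and maximal DAMGO (high) · Read-out – B score of integrated fluorescence ratio per well · Incubation – dye loading 45 min room temperature, 110 s kinetic read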
# ANO1 activ – TMEM16A chloride channel activators or potentiators, primary screen, cell-based, HTS; B-score at 10 µM; hit rate 0.3% among 340,000; HEK293 TMEM16A/YFP-H148Q/I152L, iodide quench fluorescence; stronger effect = lower value; Anoctamin-1 (Mus musculus), Q8BHY3;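 active means fluorescence-ratio B-score plate-corrected deviation score at least 3 library SD below zero, with starting fluorescence score within 5 deviations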;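 further: channel opened by trigger with iodide after compound preincubation; score built on the fluorescence ratio of max minus min over baseline; more negative score means more quench and so TMEM16A activation or potentiation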
# TRPC6 inhibitor – mouse TRPC6 channel inhibitors, primary screen, cell-based, HEK293, membrane potential dye. Short transient receptor potential channel 6 (Mus musculus), Q61143. hit rate 1.1% among 310,000. AID 2553, 2010. B-score at 10 µM. ACh-evoked depolarization; stronger effect = lower value;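 active means B-score under library mean minus 3 SD, initial fluorescence not abnormally high, positive integrated signal ratio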;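 further: B-score derived from integrated fluorescence ratio over the kinetic read; more negative B-score means stronger inhibition of depolarization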
# TRPC4 potent – positive allosteric modulators of TRPC4, primary screen, cell-based, mouse TRPC4beta, HEK293 mu-opioid, Fluo-4 calcium | DAMGO EC20, Fluo-4 Ca2+ flux; stronger effect = higher value | B-score at 10 µM | hit rate 0.42% among 310,000;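 active means B-score of calcium response area above 5 SD of library B-scores, with initial fluorescence ratio within 5 SD of library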;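 further: B-score of integrated fluorescence ratio over time as area under calcium response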
# MrgX1 allo act – positive allosteric modulators of MrgX1, primary screen, HEK293 cells, Fluo-4 calcium flux; Mas-related G-protein coupled receptor member X1 (Homo sapiens), Q96LB2; FDSS; stronger effect = higher value; B-score at 10 µM; hit rate 0.63% among 310,000; AID 588675, 2011;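 active means plate-corrected calcium response at least 3 library SD above typical, normal starting fluorescence, not activating the receptor alone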;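 further: compound read alongside a low EC10 to EC30 dose of BAM8-22 agonist; peak minus trough fluorescence over baseline measured at the second addition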
# TMEM16A inh – TMEM16A chloride channel inhibitors, primary screen, cell-based, HTS; Anoctamin-1 (Mus musculus), Q8BHY3; HEK293 TMEM16A/YFP iodide influx fluorescence, ionomycin; normalized B-score (activity score, 25-100; higher = stronger inhibition) at 10 µM; hit rate 1.2% among 310,000; AID 588511, 2011;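 active means ratio plate-corrected score three or more library SD toward inhibition, starting fluorescence score within five deviations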;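 further: score derived from kinetic fluorescence span divided by baseline fluorescence per well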
# TRPC4 inh – inhibitors of mouse TRPC4 channel, primary screen, Fluo4 calcium, HEK293 TRPC4beta/mu-opioid cells; DAMGO-evoked Fluo4 calcium flux; stronger effect = lower value; B-score at 10 µM; hit rate 0.39% among 300,000; AID 2247, 2010;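 active means B-score over 3 SD under the library average, no early fluorescence shift, positive overall ratio signal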
#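 Assay system: HEK293 cells with stable TRPC4beta plus mu-opioid receptor expression. Dosing: single dose. Measured by: Fluo4 Ca2+ flux fluorescence. Also added: DAMGO in two steps, submaximal then maximal. Read-out: B score from integrated Fluo4 fluorescence ratio.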
# The depositor's hits bear a star; i = inactive; x = no result given. Compounds as they come (roughly 6.7% active in at least one column).
SMILES,SKKanGAS inh,TRPC6 act,MrgX1 agonist,MrgX1 antagonist,TRPC4 agonist,ANO1 activ,TRPC6 inhibitor,TRPC4 potent,MrgX1 allo act,TMEM16A inh,TRPC4 inh
COc1ccc(S(=O)(=O)/N=C2/C=CC(=O)C(C)=C2C)cc1,14,i,i,i,i,i,i,i,i,i,i
Cc1nc(-c2ccccc2)nc2[nH]ccc(=O)c12,-3,i,i,i,i,i,i,i,i,i,i
Cc1ccc(SCCN2C(=O)NC(C)(C)C2=O)cc1,-1,i,i,i,i,i,i,i,i,i,i
O=C(c1cccc(S(=O)(=O)N2CCCC2)c1)N1CCCC(C(F)(F)F)C1 (centres undefined),24,i,i,i,i,i,i,i,i,i,i
CCc1ccc(Cn2nnc(C(=O)Nc3ccc(OC)cc3OC)c2N)cc1,-13,i,i,i,i,i,i,i,i,i,i
O=C(NCCCn1ccnc1)c1c(F)cccc1F,-3,i,i,i,i,i,i,i,i,i,i
COc1cc(NC(=O)c2noc(C)c2[N+](=O)[O-])c(OC)cc1Cl,0,i,i,i,i,i,i,i,i,i,i
C=CCOc1ccc(CNn2cn[nH]c2=S)cc1OCC,-4,i,i,i,i,i,i,i,i,i,i
O=C(C1=C[C@H](c2csc3ccccc23)C[C@H](OCCCCO)O1)N1CCOCC1,1,i,i,i,i,i,i,i,i,i,i
O=C(O)C[C@H]1c2ccccc2S(=O)(=O)N1C1CCCC1,0,i,i,i,i,i,i,i,i,i,i
CN(CC(=O)N1CCN(c2ccccc2)CC1)S(=O)(=O)c1cnc[nH]1,-5,i,i,i,i,i,i,i,i,i,i
CCN(CC)C(=O)CSc1nc2ccsc2c(=O)n1CCCC(=O)NCCc1ccc(S(N)(=O)=O)cc1,0,i,i,i,i,i,i,i,i,i,i
CC(=O)c1cccc(NC(=O)C(C)N(C)CC(=O)Nc2ccc(Cl)cc2)c1 (centres undefined),-4,i,i,i,i,i,i,i,i,i,i
COc1cc(NS(=O)(=O)c2ccc(NS(=O)(=O)c3ccc(C)cc3)cc2)nc(OC)n1,7,i,i,i,i,i,i,i,i,i,i
Cc1ccn2cc(-c3cccc(S(=O)(=O)N4CC(C)OC(C)C4)c3)nc2c1 (centres undefined),-1,i,i,i,i,i,i,i,i,i,i
COc1ccc(OCC(=O)N/N=C/C2CC=CCC2)cc1 (centres undefined),x,i,i,i,i,i,i,i,i,i,i
Cc1nn(C)c(C(=O)NNC(=S)NCc2ccco2)c1Br,-13,i,i,i,i,i,i,i,i,i,i
CCOC(=O)c1c(NC(=O)c2noc(C)c2[N+](=O)[O-])sc(C(C)=O)c1C,6,i,i,i,i,i,i,i,i,i,i
COC(=O)C1=C(CS(=O)(=O)c2ccc(C)cc2)NC(=O)NC1c1ccc(OC)c(OC)c1 (centres undefined),1,i,i,i,i,i,i,i,i,i,i
CCOC(=O)c1ccccc1NC(=O)Cn1cnc2c(cnn2C(C)(C)C)c1=O,-3,i,i,i,i,i,i,i,i,i,i
O=C(NCC1CCOCC1)c1ccc2nc(Cc3cccc(Cl)c3)oc2c1,-10,i,i,i,i,i,i,i,i,i,i
CC(=O)N1CCCN(C(=O)c2cc(COc3c(F)cccc3F)on2)CC1,5,i,i,i,i,i,i,i,i,i,i
CC(CCc1ccccc1)NC(=O)COC(=O)C1=COCCO1 (centres undefined),-1,i,i,i,i,i,i,i,i,i,i
CN(/N=C/c1ccccc1)C(=S)c1ccccc1,-3,i,i,i,i,i,i,i,i,i,i
Cc1ccc(SCC(=O)Nc2ccc(-c3nnc(-c4ccco4)o3)cc2)cc1,-6,i,i,i,i,i,i,i,i,i,i
Cc1ccc(Oc2ncnc(N)c2[N+](=O)[O-])cc1C,9,i,i,i,i,i,i,i,i,i,i
O=C(COC(=O)c1c2c(nc3ccccc13)CCCCC2)NCc1ccc2c(c1)OCO2,7,i,i,i,i,i,i,i,i,i,i
CC(=O)NCCNc1ccc([N+](=O)[O-])cc1C#N,1,i,i,i,i,i,i,i,i,i,i
O=C(c1ccc([N+](=O)[O-])o1)N1CCN(Cc2ccccc2)CC1,13,i,i,i,i,i,i,i,i,i,i
CCOC(=O)c1ccc(-c2cccc(C(F)(F)F)c2)nc1C,-6,i,i,i,i,i,i,i,i,i,i
CCOc1c(Br)cc(/C=N\NC(=O)c2ccccc2)cc1OC,4,i,i,i,i,i,i,i,i,i,i
Cc1ccc(NCc2n[nH]c(=S)n2Cc2ccccc2)cc1Cl,24,i,x,x,i,i,i,i,x,x,i
O=C(CSc1oc(-c2cccs2)nc1S(=O)(=O)c1ccccc1)NC1CCCCC1,2,i,i,i,i,i,i,i,i,i,i
COc1ccc(C(=O)Nc2cnn(Cc3ccc(Cl)cc3)c2)cc1OC,0,i,i,i,i,i,i,i,i,i,i
CC(=O)c1c(C)[nH]c(C(=O)Nc2cccc(C(F)(F)F)c2)c1C,3,i,i,i,i,i,i,i,i,i,i
CCOc1ccccc1C(=O)NCC(=O)NNC(=O)c1cccc(S(=O)(=O)Nc2ccc(OC)cc2)c1,9,i,i,i,i,i,i,i,i,i,i
Cc1nn(CC(=O)N2CCc3ccccc3C2)c(C)c1Cl,2,i,i,i,i,i,i,i,i,i,i
O=C(NCc1ccncc1)c1ccc(Br)o1,6,i,i,i,i,i,i,i,i,i,i
COc1cc(OC)c(C(=O)OCC(=O)NCCc2ccccc2)cc1OC,1,i,i,i,i,i,i,i,i,i,i
O=C1OCc2ccc(NS(=O)(=O)c3ccc(C(F)(F)F)cc3)cc21,4,i,i,i,i,i,i,i,i,i,i
CC(C)(C)c1ccc(-c2csc(NC(=O)CN3C(=O)NC4(CCCCC4)C3=O)n2)cc1,14,i,i,i,i,i,i,i,i,i,i
COc1ccccc1NC(=O)Cn1c(=O)n(-c2ccccc2)c(=O)c2oc3ccccc3c21,3,i,i,i,i,i,i,i,i,i,i
O=C(Cn1nnc(-c2ccc3c(c2)OCO3)n1)NCc1ccco1,2,i,i,i,i,i,i,i,i,i,i
CN1C(=O)C(C)(C)c2cc(S(=O)(=O)N3CCCC3C(=O)NCc3ccc(F)cc3)ccc21 (centres undefined),-2,i,i,i,i,i,i,i,i,i,i
Cc1[nH]c2ccccc2c1C(c1ccccn1)N1CCCC1 (centres undefined),-1,i,i,i,i,i,i,i,i,i,i
Cc1ccc2cccc(Oc3ncnc4scc(-c5ccc(Cl)cc5)c34)c2n1,14,i,i,i,i,i,i,i,i,i,i
Cc1ccnc(NC(=O)c2sc3ccccc3c2Cl)c1,-13,i,i,i,i,i,i,i,i,i,i
C/C(=N\NC(=O)c1nn(C)c(C)c1Br)c1ccc(NC(=O)c2ccc(C)s2)cc1,3,i,i,i,i,i,i,i,i,i,i
CC(=O)N(Cc1ccccc1)c1nc(-c2ccccc2)cs1,22,i,i,i,i,i,i,i,i,i,i
O=[N+]([O-])c1cc(S(=O)(=O)O)cc([N+](=O)[O-])c1NN(c1ccccc1)c1ccccc1,4,i,i,i,i,i,i,i,i,i,i
Cc1cc(C)c2cc(C#N)c(NCCCNC(=O)CCC(=O)O)nc2c1,2,i,i,i,i,i,i,i,i,i,i
O=C(Nc1ccc(O)c2c(=O)cc(-c3ccccc3Cl)oc12)c1ccc(Cl)cc1Cl,6,i,i,i,i,i,i,i,i,i,i
CC(C)CNC(=O)CCCc1c[nH]c2ccccc12,-7,i,i,i,i,i,i,i,i,i,i
COc1ccc([N+](=O)[O-])cc1NC(=O)/C=C/C(=O)O,-4,i,i,i,i,i,i,i,i,i,i
COc1ccc(O)c(/C=N/c2sc(C)c(C)c2C#N)c1,-8,i,i,i,i,i,i,i,i,i,i
CCOc1ccc(C(C(=O)NC2CCCCC2)N(C(=O)Cc2cccs2)c2ccc(-n3cnnn3)c(OC)c2)cc1 (centres undefined),10,i,i,i,i,i,i,i,i,i,i
O=C(O)C1=C[C@H](c2ccc(Br)cc2)C[C@H](OCCCCO)O1,4,i,i,i,i,i,i,i,i,i,i
CN(C)Cc1nc2ccccc2c(=O)n1Cc1nc(C(C)(C)C)cs1,x,x,i,i,x,i,x,x,i,i,x
COc1ccc(CNC(=O)C2CCCN(S(=O)(=O)c3cnc[nH]3)C2)cc1 (centres undefined),-1,i,i,i,i,i,i,i,i,i,i
Cn1nc(C(F)(F)F)c(C(=O)Nc2ccc(F)cc2F)c1Sc1cccc(C(F)(F)F)c1,27,i,i,i,i,i,i,i,i,i,i
# The list continues.
SMILES,SKKanGAS inh,TRPC6 act,MrgX1 agonist,MrgX1 antagonist,TRPC4 agonist,ANO1 activ,TRPC6 inhibitor,TRPC4 potent,MrgX1 allo act,TMEM16A inh,TRPC4 inh
COc1ccc(N2CCN(C(=O)c3cccs3)CC2)cc1,-3,i,i,i,i,i,i,i,i,i,i
CC1(C)CC2CC(C)(CN2C(=S)NC(=O)c2ccccc2Cl)C1 (centres undefined),5,i,i,i,i,i,i,i,i,i,i
Cc1ccc(-n2ncc3c(N4CCCC(C)C4)ncnc32)c(C)c1 (centres undefined),-5,i,i,i,i,i,i,i,i,i,i
Cc1ccc(S(=O)(=O)N2CCN(c3ccnc4cc(Cl)ccc34)CC2)cc1C,23,i,i,i,i,i,i,i,i,i,i
COc1ccc(NC(=O)N2CCCC2C(=O)NCc2ccccc2Cl)cc1 (centres undefined),12,i,i,i,i,i,i,i,i,i,i
CCC(=O)Nc1ccc(C(=O)N/N=C/c2ccccc2[N+](=O)[O-])cc1,-8,i,i,i,i,i,i,i,i,i,i
CCc1nnc(NC(=O)C2CCCN(S(=O)(=O)c3ccccc3)C2)s1 (centres undefined),0,i,i,i,i,i,i,i,i,i,i

# Source: PubChem BioAssay
